HDAC3 inhib – HDAC3 deacetylase inhibitors, primary screen, biochemical, fluorescence, cell-free homogeneous. Histone deacetylase 3 (Homo sapiens), O15379. recombinant HDAC3, fluorogenic peptide/trypsin coupled. inhibition, % at 8.3 µM. actives 0.15% (n = 320,000). AID 2718, 2010; in the data active means inhibition above about 26%, passing the limit was not always enough; inconclusive means no clear call, values can overlap the other calls
hERG rescue – hERG rescue from dofetilide block, primary screen, cell-based, CHO-hERG, FluxOR thallium flux, dofetilide IC70 | actives 0.51% (n = 310,000) | dofetilide IC70 present | activation (rescue from dofetilide block), less the hit threshold, % at 10 µM;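 active means activation above the mean of controls blocked by dofetilide plus 5 SD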;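 further: thallium influx through hERG after potassium depolarization seen as dye fluorescence rise; in these data hits start at about 4.7%; inactives centre near -7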
ANO1 activ – TMEM16A chloride channel activators or potentiators, primary screen, cell-based, HTS | B-score at 10 µM | AID 623877, 2012 | Anoctamin-1 (Mus musculus), Q8BHY3 | actives 0.3% (n = 340,000) | HEK293 TMEM16A/YFP-H148Q/I152L, iodide quench fluorescence; hits give low values;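 active means fluorescence-ratio B-score plate-corrected deviation score at least 3 library SD below zero, with starting fluorescence score within 5 deviations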;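 further: channel opened by trigger with iodide after compound preincubation; score built on the fluorescence ratio of max minus min over baseline; more negative score means more quench and so TMEM16A activation or potentiation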
Target sequence (Q8BHY3 whole entry, looked up): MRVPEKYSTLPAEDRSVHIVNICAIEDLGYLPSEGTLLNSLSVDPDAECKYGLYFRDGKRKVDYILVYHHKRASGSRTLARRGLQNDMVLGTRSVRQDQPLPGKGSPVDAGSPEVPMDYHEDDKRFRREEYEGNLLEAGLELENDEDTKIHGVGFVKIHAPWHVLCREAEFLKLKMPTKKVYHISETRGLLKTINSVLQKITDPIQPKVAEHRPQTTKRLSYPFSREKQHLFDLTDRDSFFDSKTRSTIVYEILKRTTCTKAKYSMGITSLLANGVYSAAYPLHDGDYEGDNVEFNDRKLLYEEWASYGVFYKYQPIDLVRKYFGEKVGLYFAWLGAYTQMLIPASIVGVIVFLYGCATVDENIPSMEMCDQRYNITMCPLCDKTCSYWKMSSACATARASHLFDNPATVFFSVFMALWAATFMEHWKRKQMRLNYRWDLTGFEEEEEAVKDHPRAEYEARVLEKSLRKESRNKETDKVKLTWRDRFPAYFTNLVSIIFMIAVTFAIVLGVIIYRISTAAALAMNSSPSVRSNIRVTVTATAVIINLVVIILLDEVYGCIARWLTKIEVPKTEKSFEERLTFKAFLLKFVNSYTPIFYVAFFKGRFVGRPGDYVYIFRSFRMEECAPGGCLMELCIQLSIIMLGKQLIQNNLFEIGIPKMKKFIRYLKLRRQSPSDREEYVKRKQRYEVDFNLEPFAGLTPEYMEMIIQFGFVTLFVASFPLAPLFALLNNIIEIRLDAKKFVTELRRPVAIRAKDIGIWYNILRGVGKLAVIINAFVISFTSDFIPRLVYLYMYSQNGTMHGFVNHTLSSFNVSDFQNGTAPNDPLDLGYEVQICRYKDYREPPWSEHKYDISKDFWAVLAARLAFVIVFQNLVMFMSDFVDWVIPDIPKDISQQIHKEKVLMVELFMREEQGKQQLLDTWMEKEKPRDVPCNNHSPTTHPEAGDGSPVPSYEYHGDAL
KCNK3 inh – human KCNK3 channel inhibitors, primary screen, CHO cells, FluxOR thallium flux, B-score; B-score at 10 µM; FluxOR fluorescence; hits give low values; AID 602410, 2012; actives 0.84% (n = 340,000); Potassium channel subfamily K member 3 (Homo sapiens), O14649;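 active means B-score under library mean minus 4 SD, starting fluorescence ratio at most library mean plus 5 SD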;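 further: more negative B-score means stronger inhibition of thallium flux through KCNK3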
RGS4 act – RGS4 potentiators or activators, primary screen, cell-based, HEK293 M3R inducible RGS4, calcium flux; B-score at 10 µM; actives 0.92% (n = 310,000); carbachol calcium flux Fluo4; hits give low values;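 active means B-score of the integrated calcium signal more than 4 SD below the library mean, with starting fluorescence not abnormally high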;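 further: negative B-score means reduced calcium response which marks RGS4 activation or potentiation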
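Reagent: ECmax carbachol challenge; Test system: M3R-expressing HEK293 line, RGS4 induced by doxycycline; Schedule: overnight RGS4 induction, 30 min dye load 37 °C, 20 min compound RT; Detection: calcium dye Fluo4 fluorescence; Read-out: Agonist-evoked peak-minus-minimum fluorescence over baseline, integrated ratio, B score.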
KCNQ1 inh – inhibitors of human KCNQ1 channel, primary screen, cell-based, thallium flux, high-throughput. Potassium voltage-gated channel subfamily KQT member 1 (Homo sapiens), P51787. CHO-K1 KCNQ1, FluxOR thallium flux fluorescence; hits give high values. actives 1.3% (n = 310,000). AID 2642, 2010. B-score at 10 µM;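 active means compounds whose thallium flux B-score, printed positive for inhibition, exceeds three library SD while starting fluorescence stays within three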;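 further: channel opened by potassium depolarization with thallium stimulus after 20 min compound exposure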
KCNQ1 pot – potentiators or activators of KCNQ1 channel, primary screen, cell-based, thallium flux, high-throughput; Potassium voltage-gated channel subfamily KQT member 1 (Homo sapiens), P51787; CHO-K1 KCNQ1, thallium flux FluxOR fluorescence; hits give high values; B-score at 10 µM; actives 0.35% (n = 310,000); AID 2648, 2010;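 active means fluorescence ratio B-score, a plate-corrected score, at least three library SD, with initial intensity B-score within 5 SD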
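Test system: CHO-K1 cells stably expressing KCNQ1 / Medium: assay buffer / Also added: depolarizing K+/Tl+ stimulus, K2SO4 and Tl2SO4 each 12.5 mM in 5x stock / Incubation: 90 min dye loading and 20 min compound exposure, both at room temperature / Signal: thallium influx via FluxOR fluorescence, kinetic imaging / Evaluation: B score of baseline-normalized fluorescence ratio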
SKKanGAS inh – S. pyogenes SKKanGAS growth inhibitors in kanamycin, primary screen, streptokinase expression inhibitor project, SKKanGAS strain, BacTiter-Glo luminescence | 6 h | inhibition, % at 7.5 µM | actives 1.3% (n = 300,000) | AID 1662, 2009;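 active means mean replicate score, as percent of positive control median, at least 50; inconclusive means mean below 50 but one replicate at or above 50; inactive means mean and every replicate below 50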;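 further: strain carries kanamycin resistance gene driven by streptokinase promoter and grows in 40 µg/ml kanamycin; loss of luminescence reflects streptokinase promoter inhibition or plain growth inhibition; 0% = median of DMSO wells and 100% = positive control at its reference dose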
KCNK9 block – KCNK9 potassium channel inhibitors, primary screen, HEK293 cells, thallium flux; B-score at 10 µM; FluxOR thallium flux fluorescence; hits give low values; Potassium channel subfamily K member 9 (Homo sapiens), Q9NPC2; actives 1.2% (n = 310,000);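 active means ratio B-score over 3 SD below the library mean, with starting fluorescence within 5 SD of its mean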;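 further: negative B-score means less thallium flux so channel inhibition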
TMEM16A inh – TMEM16A chloride channel inhibitors, primary screen, cell-based, HTS; Anoctamin-1 (Mus musculus), Q8BHY3; HEK293 TMEM16A/YFP iodide influx fluorescence, ionomycin; normalized B-score (activity score, 25-100; higher = stronger inhibition) at 10 µM; actives 1.2% (n = 310,000);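 active means ratio plate-corrected score three or more library SD toward inhibition, starting fluorescence score within five deviations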;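 further: score derived from kinetic fluorescence span divided by baseline fluorescence per well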
RGS4 block – RGS4 inhibitors, primary screen, cell-based, HEK293 M3R inducible RGS4, calcium flux; Regulator of G-protein signaling 4 (Homo sapiens), P49798; Fluo-4 calcium flux; hits give high values; triggered by carbachol at its EC20; B-score at 10 µM; actives 0.45% (n = 310,000); AID 463165, 2010;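 active means B-score, a plate-corrected calcium signal, over three deviations above library mean, with baseline fluorescence within five deviations of library mean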;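 further: RGS4 expression induced by doxycycline in cells with stable M3 receptor; B-score is computed from the integrated fluorescence ratio over baseline after carbachol; higher B-score means a larger calcium signal and so more RGS4 inhibition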
* = called active by the depositor; i = inactive; u = inconclusive; x = not tested or not shown. Compounds were not picked by outcome; 6.3% or so of the library scored in one or more.

SMILES	HDAC3 inhib	hERG rescue	ANO1 activ	KCNK3 inh	RGS4 act	KCNQ1 inh	KCNQ1 pot	SKKanGAS inh	KCNK9 block	TMEM16A inh	RGS4 block
Cc1cc(C(=O)Nc2ccc(C#N)cc2)on1	2	-2	i	i	i	i	i	-5	i	i	i
COc1cccc(-c2ccc(SCC(=O)NC3CCCC3)nn2)c1	3	-16	i	i	i	i	i	23	i	i	i
COc1ccc(C(=O)N2CCN(c3ccccc3OC)CC2)cc1	11	-7	i	i	i	i	i	-2	i	i	i
COc1ccc(Br)cc1CNCC1CCCO1 (stereo not given)	-1	-4	i	i	i	i	i	3	i	i	i
Cc1cc(NC(=NC2CC2)c2ccccc2)n(-c2ccccc2)n1	-2	-7	i	i	i	i	i	-9	i	i	i
OC(COCC(F)(F)C(F)(F)C(F)(F)C(F)F)Cn1c2ccc(Cl)cc2c2cc(Cl)ccc21 (stereo not given)	u	-2	i	i	i	i	i	110*	i	i	i
O=C(NCc1cccnc1)c1ccc(Br)s1	7	-5	i	i	i	i	i	4	i	i	i
CCOc1ccc(C(=S)N2CCN(C)CC2)cc1	2	-10	i	i	i	i	i	-1	i	i	i
CN(C)CCN1C(=O)C(=O)/C(=C(/O)c2ccc3c(c2)OCCO3)C1c1ccccn1 (stereo not given)	-8	-6	i	i	i	i	i	-4	i	i	i
O=C(COC(=O)C1CCC1)NCc1ccc(Cl)cc1Cl	0	-12	i	i	i	i	i	-3	i	i	i
CCOc1ccccc1N(C(=O)c1snc(C(N)=O)c1N)C(C(=O)NC1CCCC1)c1ccco1 (stereo not given)	9	-10	i	i	i	i	i	3	i	i	i
OCCC1CN(Cc2nc(-c3ccc(F)cc3)cs2)CCN1CCc1ccccc1 (stereo not given)	5	-18	i	i	i	i	i	5	i	i	i
CCc1nc(CN2CCCC(C(=O)c3ccc4c5c(cccc35)CC4)C2)c(C)[nH]1 (stereo not given)	-16	-17	i	i	i	i	i	1	i	i	i
CC(=O)c1ccc(Oc2ncnc3sccc23)cc1	-5	-11	i	i	i	i	i	x	i	i	i
COc1ccc(N(CC(=O)NC2CCCC2)C(=O)Cn2nnc(-c3ccc(C)cc3)n2)cc1	16	-10	i	i	i	i	i	0	i	25*	i
CC(C)(C)C(=O)N1CCN(c2ncnc3scc(-c4ccccc4)c23)CC1	-11	-9	i	i	i	i	i	7	i	i	i
Nc1ncc(-c2ccccc2)c(-c2ccc(O)cc2O)n1	-2	-2	i	i	i	i	i	-5	i	i	i
COc1ccc(N(CC(=O)NCCSc2ccccn2)S(=O)(=O)c2ccccc2)c(OC)c1	3	-18	i	i	i	i	i	-2	i	i	i
CCCCNC(=O)C1COc2ccccc2O1 (stereo not given)	-3	-4	i	i	i	i	i	0	i	i	i
CN(Cc1ccc(F)cc1)C(=O)c1cccc(S(=O)(=O)N2CCN(Cc3ccccc3)CC2)c1	1	-10	i	i	i	i	i	-4	i	i	i
COc1cc2nc(SCC(N)=O)n(CCC3=CCCCC3)c(=O)c2cc1OC	0	-4	i	i	i	i	i	-1	i	i	i
CC(c1ccccc1)N1CC(C(=O)NC2CCCC2)CC1=O (stereo not given)	3	-3	i	i	i	i	i	-9	i	i	i
N#Cc1ccc(CSCC(=O)O)cc1	-5	-4	i	i	i	i	i	-5	i	i	i
CCOC(=O)CC1C(=O)NCCN1C1CCCC1 (stereo not given)	2	-3	i	i	i	i	i	0	i	i	i
C/C(=N\NC(=O)c1ccoc1C)c1ccc(Br)s1	0	-10	i	i	i	i	i	-2	i	i	i
O=c1c2ccccc2sn1-c1cc(S(=O)(=O)N2CCOCC2)ccc1N1CCOCC1	18	-4	i	i	i	i	i	76*	i	i	i
NC(=O)C1CCN(Cc2cccc(OCc3ccccc3)c2)CC1	1	0	i	i	i	i	i	3	i	i	i
Cc1ccnc(SCc2ccc([N+](=O)[O-])cc2)n1	5	1	i	i	i	i	i	0	i	i	i
COC(=O)c1ccc(CNC(=O)Cn2cnnn2)cc1	5	-6	i	i	i	i	i	-3	i	i	i
O=C(Nc1ccc(Br)cc1)c1ccc(F)c(S(=O)(=O)NCc2cccs2)c1	3	-18	i	i	i	7*	i	11	i	i	i
COc1ccc(-c2csc(NC(=O)c3ccccc3F)c2C(=O)O)cc1	3	-3	i	i	i	i	i	16	i	i	i
Cc1ccc(C)c(OCC(=O)NNC(=O)C2CC2)c1	-2	-9	i	i	i	i	i	0	i	i	i
Cc1ccc(/C=c2\sc3nc(-c4ccco4)nn3c2=O)o1	-2	-3	i	i	i	i	i	38	i	i	i
CN1C(=O)Cc2cc(S(=O)(=O)N3CCN(c4ccc(Cl)cc4)CC3)ccc21	3	-4	i	i	i	i	i	-10	i	i	i
C#CCOCCOCCOCCNc1nc(N2CCN(C(=O)[C@H]([C@@H](C)CC)n3cc([C@@H](N)CO)nn3)CC2)nc(N2CCN(C(=O)[C@H](Cc3cc4ccccc4[nH]3)n3cc([C@@H](N)Cc4ccc(O)cc4)nn3)CC2)n1	11	-10	x	x	i	i	i	2	i	i	i
Cc1ccc(-c2nnc3sc(-c4ccncc4)nn23)cc1	-1	-3	i	i	i	i	i	-2	i	i	i
CSCCC(NS(=O)(=O)/C=C/c1ccccc1)C(=O)NCCc1ccc(S(N)(=O)=O)cc1 (stereo not given)	4	-10	i	i	i	i	i	-13	i	i	i
CCOC(=O)C1=C(c2ccccc2)NC(=O)NC1c1ccc(OC)c(OC)c1 (stereo not given)	-4	5.7*	i	i	i	i	i	-3	i	i	i
Cc1cc(C(C)(C)C)oc1C(=O)Nc1ccc(CC(=O)O)cc1	5	-8	i	i	i	i	i	1	i	i	i
CCC1(C)Cc2c(sc3nc(SC)n(Cc4ccccc4)c(=O)c23)CO1 (stereo not given)	u	-1	i	i	i	i	i	32	i	i	i
Cc1ccc(NC(=O)CSCC(=O)NCc2ccco2)cc1	-2	-16	i	i	i	i	i	-9	i	i	i
C=CCSc1nccc(=O)[nH]1	-6	-5	i	i	i	i	i	-3	i	i	i
O=C(CCNC(=O)c1ccc(Cl)cc1)Nc1ccncc1	-3	-7	i	i	i	i	i	-11	i	i	i
O=C(O)C1CCCCC1C(=O)Nc1cc(Cl)ccc1Cl (stereo not given)	3	0	x	x	i	i	i	14	i	i	i
O=C(COc1cc2oc(=O)c3c(c2cc1Cl)CCC3)NCc1ccccn1	-3	-11	i	i	i	i	i	2	i	i	i
CC(C)c1ccc(OCC(=O)NN2C(=O)c3ccccc3C2=O)c(Br)c1	0	2	i	i	i	i	i	1	i	i	i
O=C(CCCn1cc([N+](=O)[O-])cn1)Nc1cccnc1	-9	-11	i	i	i	i	i	-15	i	i	i
O=C(NCc1nc2ccccc2[nH]1)C1=C[C@H](c2ccccc2)C[C@H](OCCCCO)O1	6	-7	i	i	i	i	i	4	i	i	i
Cc1cc(C(F)(F)F)nc2c(Cl)c(C(C)(C)C)nn12	-6	-3	i	i	i	i	i	1	i	i	i
Cc1ccc(SC(=O)COc2ccccc2C)cc1	4	-5	i	i	i	i	i	-1	i	i	i
Other compounds.
SMILES	HDAC3 inhib	hERG rescue	ANO1 activ	KCNK3 inh	RGS4 act	KCNQ1 inh	KCNQ1 pot	SKKanGAS inh	KCNK9 block	TMEM16A inh	RGS4 block
Cc1csc(NC(=O)[C@@H]2CCCN2C(=O)c2cccs2)n1	-8	-9	i	i	i	i	i	-17	i	i	i
Cc1nn(C)c(C)c1NS(=O)(=O)c1ccc(N2CCCC2=O)cc1	1	-10	i	i	i	i	i	-4	i	i	i
CCCCOc1ccc(CN2CCSCC2)cc1	3	-7	i	i	i	i	i	2	i	i	i
COc1ccc(N(CC(=O)NCCSCc2c(F)cccc2Cl)S(C)(=O)=O)cc1OC	-3	-14	i	i	i	i	i	-1	i	i	i
O=C(CC(c1ccco1)C1CCCCC1=O)c1ccco1 (stereo not given)	-1	-3	i	i	i	i	i	-3	i	i	i
O=C(Nc1ncc(Cc2cccc(C(F)(F)F)c2)s1)c1ccc(-c2cccc([N+](=O)[O-])c2)o1	4	-2	i	i	i	i	i	14	i	i	i
COc1cccc(/C=N/NC(=O)CO/N=C(\C)c2cccs2)c1OC	3	-3	i	i	i	i	i	7	i	i	i
O=C1CC(CSc2ccc(Cl)cc2)=NN1	8	-9	i	i	i	i	i	-1	i	i	i
O=C1c2ccccc2-c2c1cccc2C(=O)N1CCCCC1	7	-5	i	i	i	i	i	8	i	i	i
CC(=O)N1CC(C)Sc2ccc(S(=O)(=O)NCCc3cccc(C)c3)cc21 (stereo not given)	-6	-8	i	i	i	i	i	-14	i	i	i
O=C(Nc1cccc2c1CCCC2)c1ccc(F)cc1	3	-8	i	i	i	i	i	13	i	i	i
Cc1cc2c(cc1C)N(Cc1ccc(Cl)cc1)C1=NCCCN12	-1	-16	i	i	i	7*	i	-2	i	i	i
CCOC(=O)c1nc2cc3n(c(CC(C)C)c-2c1C)CC(C)=C3C	-15	-12	i	i	i	i	i	1	i	i	i
Cc1ccc(OCc2nnc(NC(=O)Cc3cccs3)s2)cc1	x	-4	x	x	i	i	i	13	i	x	i
CN(CC(=O)Nc1c(Cl)cccc1Cl)C(=O)c1ccc2nc[nH]c2c1	3	-7	i	i	i	i	i	-30	i	i	i
O=C(CN1CCN(S(=O)(=O)N2CCCCCC2)CC1)Nc1ccc(Br)cc1	-4	-19	i	i	i	i	i	-5	i	i	i

Source: PubChem
